Screening results from PubChem.
Scp1 inh: inhibitors of human Scp-1 phosphatase | Q9GZU7 | Recombinant Scp1, phosphopeptide, malachite green phosphate absorbance | inhibition, % at 20 µM | 0.88% of 340,000 active | AID 493091;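 active means inhibition above about 50% at 20 µM, limit read from the data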;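 further: plate controls were DMSO wells with enzyme for no effect and wells lacking enzyme for full effect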
Target sequence (Q9GZU7 76-261 limits assumed): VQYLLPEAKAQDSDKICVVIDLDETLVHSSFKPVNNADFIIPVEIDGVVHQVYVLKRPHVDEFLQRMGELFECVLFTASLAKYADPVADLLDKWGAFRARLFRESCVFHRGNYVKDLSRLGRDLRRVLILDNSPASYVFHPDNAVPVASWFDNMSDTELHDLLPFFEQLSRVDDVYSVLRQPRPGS
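Test system: SCP-1 catalytic domain; Buffer or medium: Acidic Tris acetate buffer with magnesium and detergent; Also added: Phosphorylated 17-residue peptide substrate; Compound: single 20 µM dose, 1% DMSO; Schedule: enzyme reaction 45 min at room temperature, colour 5 min, stabilisation 30 min; Signal: Phosphate-binding colour reagent, absorbance read at 630 nm.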
SUMO1-SIM PPI: modulators of human SUMO1-mediated protein-protein interactions | SUMO1 binding to a labelled peptide, TR-FRET, 1 h | inhibition, % at 20 µM | 0.33% of 360,000 active; in the data active means inhibition above about 37%
Target sequence (P63165 whole entry, looked up): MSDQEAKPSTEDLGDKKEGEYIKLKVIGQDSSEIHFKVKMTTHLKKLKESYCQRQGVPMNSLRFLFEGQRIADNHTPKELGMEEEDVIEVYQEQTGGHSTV
STEP block: STEP (human) phosphatase inhibition | recombinant STEP, OMFP fluorogenic substrate, fluorescence | 0.25% of 360,000 active | inhibition, % at 20 µM | AID 588621 | P54829;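 active means inhibition at 20 µM, scaled per plate between control wells, above about 37%, limit read from the data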;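 further: 0% = DMSO with enzyme and substrate and 100% = substrate only without enzyme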
Target sequence (P54829 whole entry, looked up): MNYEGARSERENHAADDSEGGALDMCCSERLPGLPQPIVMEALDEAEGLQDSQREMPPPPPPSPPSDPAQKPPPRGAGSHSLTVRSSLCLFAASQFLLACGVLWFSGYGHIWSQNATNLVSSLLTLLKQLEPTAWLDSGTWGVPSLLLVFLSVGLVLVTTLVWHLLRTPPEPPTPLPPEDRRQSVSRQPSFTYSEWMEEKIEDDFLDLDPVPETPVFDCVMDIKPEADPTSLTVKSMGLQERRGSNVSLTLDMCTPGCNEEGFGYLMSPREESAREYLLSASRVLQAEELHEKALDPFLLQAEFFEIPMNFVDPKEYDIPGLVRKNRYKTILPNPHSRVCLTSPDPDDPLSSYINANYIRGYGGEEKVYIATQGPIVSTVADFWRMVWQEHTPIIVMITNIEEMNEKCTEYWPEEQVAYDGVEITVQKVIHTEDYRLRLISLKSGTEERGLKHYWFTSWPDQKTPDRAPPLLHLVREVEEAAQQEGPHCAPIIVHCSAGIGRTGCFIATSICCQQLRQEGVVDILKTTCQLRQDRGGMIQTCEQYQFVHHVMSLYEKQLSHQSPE
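Material: STEP (striatal-enriched tyrosine phosphatase) enzyme, cell-free; Compound dosing: 20 µM single dose in 1% DMSO; Technique: fluorescence read at 480 nm ex / 540 nm em; Times: reaction 20 min, ambient temperature; Medium: 50 mM Bis-Tris pH 6.0 with 2.5 mM DTT and 0.005% Tween 20; Also added: OMFP at 25 µM.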
TbMetRS inhib: Trypanosoma brucei MetRS inhibition; purified T. brucei MetRS, ATP depletion, Kinase-Glo luminescence; inhibition, % at 11.9 µM; 0.4% of 360,000 active;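 active means inhibition above a per-plate cutoff of the control wells' mean inhibition plus 3 SD, cut at about 5.5% in these data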;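 further: 0% = DMSO wells median and 100% = median of wells with control inhibitor compound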
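Test system: purified T. brucei MetRS enzyme. Also added: ATP, methionine and E. coli bulk tRNA substrates. Compound: 11.9 µM single point. Schedule: 15 min enzyme-compound preincubation, 2 h reaction, 10 min detection, 25 °C. Signal: luciferase luminescence of residual ATP, Kinase-Glo. Evaluation: percent inhibition versus plate control medians. Controls: DMSO wells, low control.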
NadD inh: blocks S. aureus nicotinate mononucleotide adenylyltransferase; 0.78% of 360,000 active; inhibition, % at 20 µM; purified NadD enzyme, colorimetric absorbance read-out; in the data active means inhibition above about 26%; further: some compounds past the cut are filed as inactive
MsrA inh: bovine MsrA inhibition; AID 651718; 0.75% of 360,000 active; inhibition, % at 15.5 µM; purified bovine MsrA, absorbance read-out; in the data active means inhibition above about 4.5%;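 further: 0% = vehicle wells with enzyme and 100% = reference inhibitor wells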
LMPTP block: blocks human LMPTP phosphatase; inhibition, % at 20 µM; recombinant LMPTP-A, OMFP fluorogenic substrate, fluorescence intensity; P24666; 0.22% of 360,000 active;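 active means compounds that cut the enzyme signal by at least half of the control window in the single-dose screen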;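 further: plate controls were DMSO wells with enzyme plus substrate for no effect and substrate without enzyme for full effect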
Target sequence (P24666 whole entry, looked up): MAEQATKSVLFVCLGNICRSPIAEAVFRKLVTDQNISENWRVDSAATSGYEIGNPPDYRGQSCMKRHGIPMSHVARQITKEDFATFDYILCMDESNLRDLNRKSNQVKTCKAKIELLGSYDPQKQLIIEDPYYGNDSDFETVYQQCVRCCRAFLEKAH
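Assay system: LMPTP-A, protein tyrosine phosphatase of low molecular weight / Medium: pH 6.0 Bis-Tris buffer with DTT and Triton X-100 / Schedule: 50 min enzyme reaction at room temperature, protected from light / Measured by: endpoint fluorescence intensity from OMFP dephosphorylation / Read-out basis: % inhibition relative to no-enzyme and uninhibited control wells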
Rpn11 block: blocks the human proteasome subunit Rpn11 | O00487 | human 26S proteasome, Ub4-pepOG fluorescence polarization; 20S core pre-blocked with epoxomicin | calls only at 20 µM | 0.59% of 360,000 active | AID 588493;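 active means inhibition at 20 µM, scaled to each plate's controls, above about 33%, limit read from the data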
CSN inh: CSN deneddylation inhibition | Q92905 | Purified CSN, SCF-Nedd8-OG deneddylation, fluorescence polarization | inhibition, % at 12.5 µM | 0.38% of 360,000 active;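 active means pattern-corrected inhibition above about 35%, with an unprinted fluorescence ratio check between 0.5 and 1.5, limit read from the data, passing the limit was not always enough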;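 further: 0% = enzyme with substrate and 100% = substrate without enzyme; some results filed as inactive read as strong as hits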
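assay system = purified human Csn5 enzyme expressed in HEK293T cells | amount = 0.24 nM enzyme | buffer or medium = Tris/NaCl/DTT buffer, pH 7.5 | reagent = 10 nM SCFSkp2-Nedd8OG | compound = one concentration, 12.5 µM, 0.25% DMSO | times = 90 min reaction at room temperature | signal = FP | read-out basis = % inhibition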
DNMT1 inh: inhibitors of human DNMT1. DNMT1 molecular beacon, Hinp1I cleavage, fluorescence. inhibition (reported as % activation of signal), % at 10 µM. 0.83% of 360,000 active; in the data active means inhibition above about 50%
* hit, by the source's call; i = inactive; / = no result given.

No. | Compound | Scp1 inh | SUMO1-SIM PPI | STEP block | TbMetRS inhib | NadD inh | MsrA inh | LMPTP block | Rpn11 block | CSN inh | DNMT1 inh
1 | O=C(CN1CCN(c2ccccc2)CC1)Nc1ccccc1Sc1ccccc1 | -6.7 | 0.6 | -2.0 | 0.1 | -2.6 | -0.8 | 4.3 | i | -2.3 | -9.8
2 | COc1ccc(/C=N/NC(=O)Cc2cccs2)cc1 | -7.0 | -1.0 | -0.5 | -0.1 | 3.4 | 0.6 | 0.6 | i | -0.4 | -1.6
3 | CCOC(=O)C(=CNc1ccc(C(F)(F)F)cc1)C(=O)OCC | -5.1 | 4.5 | -1.8 | 0.4 | -3.3 | 2.3 | 0.0 | i | -0.6 | 0.6
4 | CCOc1ccc(-n2c(C)nc3cc(C(=O)NCCCN4CCOCC4)ccc32)cc1 | 17.0 | -2.3 | 1.4 | -1.4 | -5.6 | 2.2 | -3.3 | i | -4.7 | 0.1
5 | Cc1csc(NC(=O)CSc2nccn2Cc2ccco2)n1 | 4.0 | -1.5 | -1.6 | -0.5 | -4.8 | 0.7 | -1.8 | i | 0.1 | -0.2
6 | Cc1cc(O)cc(=O)n1Cc1ccco1 | -5.7 | 0.7 | -4.9 | -0.2 | -2.1 | 0.0 | 0.1 | i | 0.0 | 1.4
7 | CC(C)(C)OC(=O)NCCCCCc1nnc(SCC(N)=O)o1 | -4.8 | -3.2 | -5.4 | 0.2 | 4.0 | 0.6 | -1.6 | i | -0.9 | -1.1
8 | O=C(Nc1ccccc1)c1cc(C2CCCN(C(=O)C/C=C/c3ccccc3)C2)on1 (stereo not drawn) | / | 2.1 | -2.5 | -0.2 | -2.7 | -0.4 | 0.8 | i | -4.1 | -0.8
9 | COc1ccc(C(=O)NCc2csc(-c3cccs3)n2)cc1 | -10.7 | 1.0 | -0.6 | -1.7 | -3.8 | 1.0 | 0.1 | i | -4.2 | 1.5
10 | Cc1nc(C)c(C(=O)NCc2ccc(Cl)cc2)o1 | -5.6 | 0.1 | 4.0 | 0.3 | 1.7 | / | 0.4 | i | -1.9 | -8.9
11 | CC1Cc2ccccc2N1C(=O)c1ccc(Br)o1 (stereo not drawn) | 18.0 | 2.4 | -0.8 | -0.7 | -4.2 | -0.9 | -0.7 | i | -1.9 | 0.1
12 | COCC(=O)Nc1c(C(=O)Nc2cccc(OC)c2)oc2ccccc12 | -7.8 | -8.6 | -0.3 | -1.4 | -13.9 | 0.9 | 2.2 | i | 0.5 | -8.6
13 | O=C(CSc1nnc2ccccn12)NC(=O)c1cccc([N+](=O)[O-])c1 | -7.7 | -24.8 | 0.7 | -0.2 | -2.8 | 1.0 | -0.4 | i | 3.1 | 0.2
14 | COc1ccc(CCn2c(-n3nc(C)cc3C)nc3c2c(=O)[nH]c(=O)n3C)cc1 | -14.5 | -0.9 | -2.8 | -0.3 | 3.2 | 0.3 | -1.0 | i | 1.8 | -3.8
15 | Cc1ccc(C(=O)NCc2ccc(N3CCN(C)CC3)cc2)cc1C | -4.0 | 2.4 | -0.2 | -1.4 | -4.9 | 1.4 | -1.3 | i | 4.7 | 2.0
16 | CCn1c(=O)cc(SCC(=O)NCCCN2CCN(c3ccccc3F)CC2)c2ccccc21 | -4.3 | 1.5 | -0.4 | -0.9 | -9.4 | / | -1.4 | i | 4.5 | -2.2
17 | CN(c1ncc(C(F)(F)F)cc1Cl)N1C(=O)c2cccc([N+](=O)[O-])c2C1=O | -5.4 | -2.0 | 4.7 | 2.7 | 4.2 | -0.4 | 1.9 | i | 9.6 | -2.5
18 | Cc1cc(C)cc(NC(=O)CSc2n[nH]c(-c3cccnc3)n2)c1 | -5.3 | 4.7 | -1.5 | -0.4 | -2.3 | 0.5 | -1.3 | i | 5.4 | 3.7
19 | O=C(COC(=O)c1ccc(F)cc1Cl)NC1CCCCCCC1 | -3.8 | -2.3 | 1.5 | -0.2 | -1.4 | -1.0 | 0.1 | i | -3.1 | 8.4
20 | Cn1cnc([N+](=O)[O-])c1SCC(O)CCl (stereo not drawn) | -3.5 | -4.3 | 0.0 | -0.3 | 1.8 | 0.4 | -2.4 | i | 4.5 | -7.9
21 | CCN(CC(=O)Nc1ccc(NC(C)=O)cc1)C(=O)CCCc1nc2ccccc2c(=O)[nH]1 | -4.0 | 3.8 | -1.0 | 0.4 | 5.0 | -0.7 | 0.2 | i | -0.9 | 1.8
22 | CC(=O)Nc1ccc(-c2ccnc3c2CC(C(=O)NCC2CC2)O3)cc1 (stereo not drawn) | / | -1.8 | -0.8 | -0.1 | 0.4 | -0.9 | -1.3 | i | -1.7 | 4.8
23 | Cc1ccc(/C(N)=N/OC(=O)CCC2CCCC2)cc1 | 1.1 | 1.2 | 0.9 | -1.0 | -1.0 | 0.9 | 3.6 | i | -14.7 | 6.0
24 | Cc1ccc(C(=O)N2CCN(c3ccc(NC(=O)COc4ccccc4C)cc3)CC2)cc1 | 6.0 | -5.8 | 2.5 | -1.1 | 5.5 | 0.3 | 1.4 | i | 0.8 | -0.1
25 | O=C(Cn1nnc2ccccc21)N1CCCCC1 | -7.8 | -0.3 | 3.3 | 0.5 | 2.2 | -0.3 | -1.3 | i | -4.9 | 2.3
26 | Cc1cc(=O)n2c(n1)OC(CO)C2 (stereo not drawn) | -1.1 | -2.7 | -1.5 | 0.0 | 1.8 | -0.5 | -0.5 | i | -1.5 | 0.6
27 | O=C(CSc1ccc(-c2cccc([N+](=O)[O-])c2)nn1)N1CCCCC1 | -14.6 | -26.9 | 1.1 | -0.5 | -4.0 | 0.4 | 0.7 | i | -3.9 | 1.4
28 | CCC(C)(C)n1nnnc1C(c1ccccc1F)N1CCN(C(=O)c2ccco2)CC1 (stereo not drawn) | -2.3 | 7.0 | -1.9 | -0.7 | 2.1 | 1.2 | -1.0 | i | 1.4 | -0.9
29 | COC(=O)c1ccc(NC(=O)c2ccc(CN3CCOCC3)cc2)cc1 | 0.2 | 0.1 | 1.0 | -1.3 | -7.8 | 1.6 | 1.5 | i | 3.2 | 1.6
30 | CC(=O)c1ccc(OCC(=O)N(C)C2CCS(=O)(=O)C2)cc1 (stereo not drawn) | / | -0.4 | -1.8 | -0.2 | 2.4 | 0.1 | -2.0 | i | -2.7 | -2.0

Rewritten with two lines to a compound: 5 of the compounds above.
Screens in order – Scp1 inh	SUMO1-SIM PPI	STEP block	TbMetRS inhib	NadD inh	MsrA inh	LMPTP block	Rpn11 block	CSN inh	DNMT1 inh
23: Cc1ccc(/C(N)=N/OC(=O)CCC2CCCC2)cc1
→ 1.1	1.2	0.9	-1.0	-1.0	0.9	3.6	i	-14.7	6.0
27: O=C(CSc1ccc(-c2cccc([N+](=O)[O-])c2)nn1)N1CCCCC1
→ -14.6	-26.9	1.1	-0.5	-4.0	0.4	0.7	i	-3.9	1.4
28: CCC(C)(C)n1nnnc1C(c1ccccc1F)N1CCN(C(=O)c2ccco2)CC1 (stereo not drawn)
→ -2.3	7.0	-1.9	-0.7	2.1	1.2	-1.0	i	1.4	-0.9
22: CC(=O)Nc1ccc(-c2ccnc3c2CC(C(=O)NCC2CC2)O3)cc1 (stereo not drawn)
→ /	-1.8	-0.8	-0.1	0.4	-0.9	-1.3	i	-1.7	4.8
26: Cc1cc(=O)n2c(n1)OC(CO)C2 (stereo not drawn)
→ -1.1	-2.7	-1.5	0.0	1.8	-0.5	-0.5	i	-1.5	0.6

The listing continues:
No. | Compound | Scp1 inh | SUMO1-SIM PPI | STEP block | TbMetRS inhib | NadD inh | MsrA inh | LMPTP block | Rpn11 block | CSN inh | DNMT1 inh
31 | CCN(c1ccc(NC(=O)COC(=O)/C=C/c2cccs2)cc1)C(C)C | -3.1 | -8.3 | 2.1 | -0.6 | 0.3 | 2.1 | 0.2 | i | -1.9 | -6.5
32 | Cc1nn(C(C)C(=O)N2CCOCC2)c(=O)c2nn(-c3ccccc3)c(C)c12 (stereo not drawn) | -13.3 | 1.8 | -0.1 | -0.2 | -3.5 | 0.0 | -0.5 | i | -4.6 | -0.8
33 | CCCNC(=O)C(Cc1ccc(C(F)(F)F)cc1)NC(=O)c1ccc2ccccc2n1 (stereo not drawn) | -14.5 | -4.7 | 2.7 | 0.1 | -2.7 | -1.1 | 2.5 | i | -4.2 | -4.9
34 | CN(C)Cc1cn(CCC(=O)O)c2ccccc12 | -4.3 | 0.3 | 1.0 | -0.3 | 1.5 | 0.0 | -4.1 | i | 2.8 | -1.2
35 | CN(C)C(=S)Nc1ccc2ccccc2c1 | -7.3 | -2.5 | 3.4 | -1.2 | 4.1 | -1.3 | 0.2 | i | -11.3 | 4.0
36 | COc1ccc(Cl)cc1C(=O)Nc1ccc(N(C)C(C)=O)cc1 | -3.6 | -2.6 | -1.1 | -0.9 | 5.1 | -0.2 | -0.5 | i | -0.6 | 0.1
37 | O=S(=O)(NC1CCCC1)c1ccc(S(=O)(=O)N2CCc3ccccc32)cc1 | -17.1 | -0.6 | -2.5 | -0.1 | -5.4 | -1.5 | 2.6 | i | 2.3 | -1.3
38 | Nc1nc(SCc2c(F)cccc2Cl)[nH]c(=O)c1-c1ccccc1 | -7.8 | 3.4 | -2.2 | -1.2 | -1.4 | -0.5 | 2.2 | i | -3.2 | 0.5
39 | CCCCCc1c(C)c(C#N)c2nc3ccccc3n2c1-n1ccnc1C | -5.5 | -8.6 | 0.5 | -0.4 | 2.1 | 0.6 | -0.4 | i | 3.8 | 4.0
40 | Cc1ccc(S(=O)(=O)N(C)C)cc1-n1c(SCC(=O)Nc2ccc(F)c(F)c2F)nc2ccccc2c1=O | -9.6 | 0.3 | -1.3 | -1.5 | 7.8 | -1.6 | 3.1 | i | -1.5 | -3.7
41 | Cc1nc(NC(=O)c2cnccn2)ccc1Br | -1.6 | 0.7 | -1.2 | -0.9 | -2.8 | 0.1 | -0.8 | i | -2.9 | 4.8
